12-hLO inh: blocks human 12-lipoxygenase activity; P18054; purified 12-hLO, xylenol orange hydroperoxide absorbance; Potency, µM (top dose mostly 57.1 µM), for inactives: at the highest dose activity change, negative = inhibition, usual class: inhibitors; 150,000 compounds, 0.12% hits; AID 1452; also: potency is read from the fitted curve at half-maximal effect; nearly all actives have a fitted effect of over 55% in size; many of its hits are not listed in these tables
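Purified human 12hLO (150 nM), preincubated 15 min with compound, then 40 uM arachidonic acid for 30 min, room temperature, Hepes pH 7.0 with 0.01% Triton X-100. Hydroperoxide detected by ferrous iron/xylenol orange; 573/405 nm absorbance ratio gives reaction progress.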
PNC assembly inh: blocks assembly of the perinucleolar compartment; 140,000 compounds, 3.1% hits; activity change (PNC), negative = inhibition, % at 10 µM; PC3M PTB-GFP, PNC prevalence imaging, 16 h; active compounds read low;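 active = readout at or below -70, meaning at least 70% loss of cells showing the perinucleolar compartment, a nuclear body marking cancer cells; inconclusive = readout between -30 and a set limit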;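 also: plate controls were DMSO wells for no effect and camptothecin positive control wells for full effect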
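PC3M cells stably expressing PTB-GFP, 750–1000 cells/well, treated 16 h at 37 °C with compound (23 nl of library stock), in duplicate. After paraformaldehyde fixation and Hoechst stain, imaged at 20x; PNC prevalence scored by image analysis.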
IMPase cell inh: cell-permeable inhibitors of inositol monophosphatase (IMPase); CHO-M1 cells, IP1 accumulation, HTRF TR-FRET ratio; P97697; inhibition (IP1 accumulation), % at 46.1 µM; 120,000 tested, under 10 active; AID 901; active = well fitted curve in the direction sought with a large enough effect in the signal ratio, not every such curve was filed as active; inconclusive = small, poorly fitted or top-dose-only effect, or a change in a side signal; inactive = no such curve, though single readings can be large or run the other way; the % refers to the signal ratio;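 also: cells stimulated with carbachol in lithium chloride buffer; plate controls were DMSO basal wells for no effect and reference inhibitor wells for full effect; higher means more IMPase inhibition seen as more IP1 and lower FRET ratio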
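Measured: the HTRF emission ratio (665/620 nm) plus the 620 nm donor channel, each fitted to the Hill equation to give AC50. Cells were CHO-M1 given compounds up to 46 uM and a 30 min carbachol stimulation at 37C.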
15-hLO-2 inh: inhibitors of human 15-lipoxygenase 2 (ALOX15B); purified 15hLO-2, xylenol orange hydroperoxide absorbance; Potency, µM (highest dose often 57.1 µM), for inactives: top-dose activity change, negative = inhibition, hits mostly inhibitors; 110,000 compounds, 0.56% hits; AID 881; also: potency is read from the fitted curve at half-maximal effect; nearly all actives have a fitted effect of over 60% in size; many of its hits are not listed in these tables
Target sequence (O15296 whole entry, looked up): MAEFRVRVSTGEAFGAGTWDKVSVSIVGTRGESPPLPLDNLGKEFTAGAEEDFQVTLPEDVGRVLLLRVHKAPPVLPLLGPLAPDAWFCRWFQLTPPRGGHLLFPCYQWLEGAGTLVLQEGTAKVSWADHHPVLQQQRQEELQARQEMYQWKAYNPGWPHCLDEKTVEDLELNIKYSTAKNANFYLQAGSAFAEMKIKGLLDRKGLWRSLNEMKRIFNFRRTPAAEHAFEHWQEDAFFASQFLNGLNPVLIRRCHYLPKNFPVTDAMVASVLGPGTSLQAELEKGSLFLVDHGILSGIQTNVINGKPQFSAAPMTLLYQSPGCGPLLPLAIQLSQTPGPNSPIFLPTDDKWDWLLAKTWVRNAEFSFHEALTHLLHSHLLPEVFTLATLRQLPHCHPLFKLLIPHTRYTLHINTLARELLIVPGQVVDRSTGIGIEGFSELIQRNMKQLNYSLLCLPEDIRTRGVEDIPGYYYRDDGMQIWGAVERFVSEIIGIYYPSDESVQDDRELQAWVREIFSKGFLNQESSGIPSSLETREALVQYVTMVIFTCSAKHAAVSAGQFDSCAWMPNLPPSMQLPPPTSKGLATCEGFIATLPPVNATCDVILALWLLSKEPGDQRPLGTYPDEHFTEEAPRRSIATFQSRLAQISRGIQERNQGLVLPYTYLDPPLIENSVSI
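Read-out: hydroperoxide product oxidises ferrous iron, measured as xylenol orange complex via the 573-to-405 nm absorbance ratio after 30 min. Reaction: 50 nM enzyme, 15 min compound preincubation, 45 uM arachidonic acid, 90 min RT, Hepes pH 7.5 with Triton X-100.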
Active calls of the source: *; ? = inconclusive; nt = not tested or not shown; & = joins results of further samples. Unless noted, calls follow the shape of the dose curve; as a rule, active = well fitted curve in the direction sought with a large enough effect; inconclusive = small, poorly fitted or top-dose-only effect, or another doubt; inactive = no such curve, though single readings can be large; an effect the other way counts as inactive or inconclusive. Unless noted, % is scaled to controls: 0 for no effect and ±100 for the full control effect. The list is partial (hit frequency here may not be typical).

| 12-hLO inh | PNC assembly inh | IMPase cell inh | 15-hLO-2 inh | smiles |
| --- | --- | --- | --- | --- |
| 1.2% | -26.3 | nt | nt | COc1cc2[nH]c3c(Cl)ncnc3c2cc1OC |
| 4.1% | 30.3 | 15.6 | 9.0% | CC[N+](C)(C)CCN(Cc1ccc(Cl)cc1)c1ccccn1 |
| 3.5% | -3.0 | -4.1 | nt | Cc1ccc(S(=O)(=O)NC(=O)COc2ccccc2C)cc1 |
| 2.2% | 91.3 | nt | nt | Cc1cccc(NC(NC(=O)c2ccccn2)C(Cl)(Cl)Cl)c1 (centres undefined) |
| -0.7% | -20.8 | nt | nt | CCOC(=O)c1c(C(=O)OCC)c(C)n(Cc2cc(OC)c(OC)c(OC)c2)c1C |
| -3.5% | 31.7 | -11.4 | 7.1% | COc1ccc(/C=N/NC(=O)c2nc(-c3ccccc3)cc(-c3ccccc3)n2)cc1 |
| -9.1% | 15.3 | 10.4 | -14.1% | COc1ccccc1NCc1nnc(SCC(=O)N/N=C/c2ccco2)n1-c1ccc(Cl)cc1Cl |
| 3.0%&-20.6% | nt | 11.4 | -9.7% | CC1=C(/C=C/C(C)=C/C=C/C(C)=C/C(=O)Nc2ccc(O)cc2)C(C)(C)CCC1 |
| 2.9% | -18.2 | -10.4 | -2.2% | Cc1cc2ncn(/N=C/c3ccc([N+](=O)[O-])o3)c2cc1C |
| -2.5% | -11.6 | ? | -8.2% | Cc1onc(-c2ccccc2Cl)c1C(=O)Nc1nnc(-c2ccc(Br)cc2)s1 |
| -1.9%&-2.1% | nt | 10.0 | -11.9%&-15.3% | CC(=O)NCCc1c[nH]c2ccc(O)cc12 |
| -21.3% | -8.9 | -3.6 | -27.4% | CCOCCCn1c(=NC(=O)c2cccnc2)c(C(=O)OCC)cc2c(=O)n3ccccc3nc21 |

Further results follow.
| 12-hLO inh | PNC assembly inh | IMPase cell inh | 15-hLO-2 inh | smiles |
| --- | --- | --- | --- | --- |
| -8.9% | ? | 1.7 | 12.6% | CCOc1cccc(C=Nc2cc(C)cc(C)c2O)c1O |
| 8.0% | 11.0 | -3.1 | -1.0% | C=CCN1C(=O)C(CC(=O)Nc2ccc(C)cc2)SC1=Nc1c(C)n(C)n(-c2ccccc2)c1=O (centres undefined) |
| -6.7% | -24.5 | -7.2 | -22.4% | N#Cc1c(NC(=O)CSc2nc3ccccc3c(=O)n2Cc2ccco2)sc2c1CCCC2 |
| 1.6% | 30.7 | 8.8 | nt | Cc1cc(C)nc(SCc2csc(-c3ccccc3)n2)n1 |
| ? | -14.5 | 4.9 | -13.0% | COc1cc(Br)cc(-c2nc3c(c(=O)[nH]c(=O)n3Cc3ccccc3)n2C)c1O |
| -2.1% | 0.3 | 10.7 | -2.5% | CN(C)S(=O)(=O)c1ccc(C(=O)Nc2cccc(C(=O)O)c2)cc1 |
| -0.5% | nt | nt | -5.4% | COc1c(O)cc(O)cc1O |
| -5.0% | 19.6 | 0.8 | -1.4% | Cc1ccc(C(=O)Nc2ccccc2OC(F)F)cc1 |
| 1.3% | ? | nt | nt | CCN(CC)CC#CCOC(=O)C(O)(c1ccccc1)C1CCCCC1 (centres undefined) |
| -5.3% | 38.5 | nt | nt | NC(=O)CC[C@@H]1NC(=O)[C@H](CO)NC(=O)c2cc([N+](=O)[O-])cc(I)c2OCC[C@@H](C(N)=O)NC1=O |
| 4.3% | ? | 3.2 | -5.5% | O=C(O)c1ccc(-n2c(-c3ccc(Br)cc3)n[nH]c2=S)cc1 |
| 2.9% | 34.2 | -7.0 | 8.1% | c1cn(-c2ncnc3sc4c(c23)CCCC4)cn1 |

(continued)
| 12-hLO inh | PNC assembly inh | IMPase cell inh | 15-hLO-2 inh | smiles |
| --- | --- | --- | --- | --- |
| -6.9% | -14.8 | -1.3 | -9.1% | O=C1CC(NNc2nc3ccccc3s2)C(=O)N1c1ccccc1 (centres undefined) |
| 0.6% | -1.7 | -1.4 | 15.2% | CCOC(=O)c1sc(NC(=O)c2cc3c(s2)CCC(C)C3)nc1C (centres undefined) |
| 0.5% | -25.1 | 4.2 | 2.6% | COc1ccc(-n2c(Cn3c(=O)sc4ccccc43)nnc2SCC(=O)N2CCCCC2)cc1 |
| -7.3% | nt | nt | -4.0% | Cc1nc2cnc(OCc3ccccc3)nc2n(Cc2ccc(F)cc2)c1=O |
| -1.2% | 4.3 | 0.5 | -1.3% | C=CCSc1nn2c(=O)c3ccccc3nc2s1 |
| -3.2% | 7.6 | -3.6 | -5.5% | COc1ccc(Cn2c(CCC(=O)Nc3ccc(CC#N)cc3)nc3cccnc32)cc1 |
| 0.2%&0.4% | ? | nt | -3.6% | CC1(C(=O)O)C=CCN1C(=O)c1ccccc1 (centres undefined) |
| 1.0% | 40.5 | nt | nt | CCOCCCNC(=O)Cn1nc(-c2ccccc2)ccc1=O |
| -0.5% | 11.6 | nt | nt | CC(=O)N1[C@H](Cc2ccccc2)C=C[C@]1(C)C(=O)NCCc1c[nH]c2ccccc12 |
| 1.2% | 2.0 | -2.8 | 7.1% | CCNC(=O)NC(=O)C(C)OC(=O)c1oc2ccc(OC)cc2c1C (centres undefined) |
| -3.5% | 39.4 | 10.2 | -12.8% | O=C(OCC(=O)N1N=C(c2ccc(Cl)cc2)CC1c1ccco1)c1ccccc1O (centres undefined) |
| -1.9% | -21.4 | -0.6 | -1.6% | COc1ccc(C(=O)CSc2nnc(C3CC3)n2N)cc1 |

Next section:
| 12-hLO inh | PNC assembly inh | IMPase cell inh | 15-hLO-2 inh | smiles |
| --- | --- | --- | --- | --- |
| -3.9% | ? | 5.0 | 6.2% | CCOC(=O)C1CCCN(CC(=O)Nc2c(C(=O)OC)[nH]c3ccc(Cl)cc23)C1 (centres undefined) |
| -4.6% | -19.1 | -4.8 | -2.3% | O=C(NCc1ccco1)c1cc(-c2ccccc2)on1 |
| -2.2% | 28.8 | 3.7 | 5.2% | Cc1ccc(C2C(=O)N(C3CCC(C)CC3)CC(=O)N2C2CCCC2)cc1 (centres undefined) |
| 1.0% | 6.8 | -4.5 | nt | CCCOc1ccc(NC(=O)C(=O)NCCCn2ccnc2)cc1 |
| -3.2% | ? | nt | nt | O=C(CNC(=O)c1ccc(-c2ccccc2)cc1)OCc1c(F)cccc1Cl |
| 1.8% | 10.2 | -6.9 | -6.0% | Cc1ccc(-c2n[nH]c(=S)n2C)cc1 |
| -3.5% | 9.3 | ? | -28.1% | O=C(CC(NC(=O)c1ccccc1Cl)c1ccccc1)Nc1ccc2c(c1)OCO2 (centres undefined) |
| -4.6% | 19.9 | 8.9 | -2.5% | Cc1cc(C(=O)OCn2nnc3ccccc3c2=O)c(C)n1-c1ccccc1 |
| -24.2% | ? | 4.4 | -14.6% | Cc1ccc(-c2ccc(/C=N\NC(=O)C3C(=O)NCC3c3ccccc3)o2)cc1Cl (centres undefined) |
| -0.8% | ? | -3.9 | 9.8% | O=C(Nc1ccc(Br)cc1Cl)Nn1cnnc1 |

Bioassay records deposited in PubChem by National Center for Advancing Translational Sciences (NCATS).
